GPR55 antagonists – GPR55 antagonists blocking LPI-driven arrestin recruitment, primary screen, imaging, U2OS, beta-arrestin-GFP, LPI agonist (AID 2013) | U2OS GPR55 beta-arrestin-GFP translocation imaging, LPI antagonism; higher % means a stronger effect | inhibition, % at 10 µM, or IC50 in µM where a hit was titrated | 0.13% of 290,000 active;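 active means spots per cell inhibited over 60%, with over 100 cells counted and total cytoplasm intensity under 500,000; inconclusive means wells with under 100 cells, flagged as likely toxic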;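 further: U2OS cells stably carrying GPR55 and arrestin-GFP stimulated by 5 µM LPI near EC80; imaged beta-arrestin-GFP aggregate spots per cell after agonist stimulation; plate controls were LPI-stimulated DMSO wells for no effect and DMSO wells without LPI for full effect; some results filed as inactive read as strong as hits; confirmed hits need IC50 under 10 µM and bright autofluorescent wells are also inconclusive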
Large T inhibition – SV40 large T antigen inhibitors, biochemical (AID 1903); SV40 large T antigen ATPase/helicase inhibition assay; higher % means a stronger effect; inhibition, % at 20 µM; hits with a dose series show IC50 in µM; 0.39% of 310,000 active; in the data active means a potency from the dose series; inconclusive means inhibition mostly from about 32% at the one dose, without a potency; inactive means the rest, 99 in 100 with inhibition below about 32%; further: strong numbers were not always called active
GPR35 antagonists – GPR35 antagonists blocking zaprinast-driven arrestin recruitment, primary screen, imaging, U2OS, beta-arrestin-GFP, zaprinast agonist (AID 2058); U2OS GPR35 beta-arrestin-GFP translocation imaging, zaprinast antagonism; higher % means a stronger effect; inhibition, % at 10 µM; hits with a dose series show IC50 in µM; 0.052% of 290,000 active;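 active means inhibition of at least 50% with at least 30 cells and total cytoplasm GFP at most 10,000,000; inconclusive means under 30 cells or total GFP of 10,000,000 plus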
RSV CPE inhibition – inhibition of RSV-induced cytopathic effect – HEp-2 cells, primary 10 µM value included (AID 2391); HEp-2 cells, RSV-induced CPE inhibition; higher % means a stronger effect; CPE inhibition, % at 10 µM, or IC50 in µM where a hit was titrated; 0.13% of 310,000 active; in the data active means a potency from the dose series; inconclusive means CPE inhibition mostly from about 23% at the one dose, without a potency; inactive means the rest, 99 in 100 with CPE inhibition below about 21%; further: strong numbers were not always called active
HIV peptide binding – cell-free HIV fusion peptide-binding blockers – biochemical, uHTS, fluorescence dequenching, primary screen (AID 1986) | 0.3% of 290,000 active | cell-free peptide binding, fluorescence dequenching, 30 min; higher % means a stronger effect | inhibition, % at 20 µM, or IC50 in µM where a hit was titrated; in the data active means inhibition mostly above about 52%, no sharp cut-off; inactive means mostly below about 76%; further: some results filed as inactive read as strong as hits
Salmonella PhoP GFP – PhoP-dependent GFP reporter repression – Salmonella Typhimurium, primary screen (AID 1863). S. Typhimurium PhoP-regulated promoter GFP reporter, 4 h; higher % means a stronger effect. 0.16% of 300,000 active. inhibition, % at 50 µM; hits with a dose series show IC50 in µM;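 active means inhibition over 29.93%, a cutoff 3 SD above the screen mean, later confirmed by dose response; inconclusive means inhibition over 29.93% but no dose response follow-up; inactive means inhibition at most 29.93% or unconfirmed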;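 further: 0% = low Mg2+ inducing control and 100% = high Mg2+ repressing control; strong numbers were not always called active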
UTI89 phage lysis – inhibition of K1F phage lysis, E. coli UTI89, bacterial capsule biogenesis inhibitors, alamar blue (AID 488966). inhibition, % at 100 µM; hits with a dose series show IC50 in µM. 0.02% of 340,000 active. E. coli UTI89 K1F phage lysis, alamar blue, 2 h; higher % means a stronger effect;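 active means phage lysis inhibition, versus mean bacterial control, above a set limit; inconclusive means no clear call, values can overlap the other calls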;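 further: capsule biogenesis inhibitors block K1F phage lysis so surviving cells raise fluorescence; higher fluorescence means more inhibition of phage lysis; actives were called in the ten point dose series up to 300 µM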
NS5 inhibitors – flavivirus cap methylation enzyme inhibition – biochemical, confirmation dose response, primary screen (AID 588689); Dengue-2 NS5 methyltransferase capping enzyme assay, biochemical; higher % means a stronger effect; one-dose inhibition, % at 25 µM; IC50 in µM for titrated hits; 0.3% of 340,000 active; in the data active means a potency from the dose series; inconclusive means inhibition above about 29% without an active follow-up result
MgcRacGAP inhibition – MgcRacGAP GTPase-activating activity inhibitors, confirmation, biochemical, ADP Hunter fluorescence; MgcRacGAP-stimulated Rac1 GTP hydrolysis, ADP Hunter fluorescence; higher % means a stronger effect; GST-tagged Rac1 F28L mutant substrate; one-dose inhibition, % at 30 µM; IC50 in µM for titrated hits; 0.6% of 340,000 active; AID 624330;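 active means first-screen hits whose inhibition reached a set limit at any dose in the follow-up dose series; inconclusive means inhibition above the set first-screen limit but never retested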;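 further: fluorescence reports GDP produced by GAP-driven GTP hydrolysis; strong numbers were not always called active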
NS5 inhibitors pilot replicate – recorded beside NS5 inhibitors, whose call it bears; inhibition, %; measured here: pilot screen replicate inhibition
* hit, by the source's call; ? = inconclusive; . = not tested or not shown; [ ] = another dose, or the depositor's remark.

SMILES	GPR55 antagonists	Large T inhibition	GPR35 antagonists	RSV CPE inhibition	HIV peptide binding	Salmonella PhoP GFP	UTI89 phage lysis	NS5 inhibitors	MgcRacGAP inhibition	others
CCc1c(C2(O)CCCCC2)[nH]c2cc(C(F)(F)F)ccc12	2%	13%	10%	-4.0%	5.0%	0%	-0.5%	-12%	9%
COc1ccc(N2CCN(C(=O)COC(=O)CCc3ccccc3)CC2)cc1	.	.	.	1.5%	.	.	0.6%[50 µM]	-4%	11%
O=S(=O)(c1cccs1)N1CCc2ccccc2C1	16%	9%	10%	1.4%	-1.4%	4%	1.7%	-1%	4%
N=C(N)SCc1ccc(Cl)cc1Cl	-12%	3%	3%	1.0%	-1.6%	0%	0.0%	-4%	11%
Cc1ccc(C2CC(=O)c3cnc(N4CCN(c5ccccc5)CC4)nc3C2)cc1 (configuration not stated)	-12%	10%	6%	13%	5.9%	0%	0.8%	1%	7%	NS5 inhibitors pilot replicate=-2.4
CCOC(=O)N1CCN(C(=O)COc2ccc(S(=O)(=O)NC3CCCCC3)cc2C)CC1	14%	6%	-3%	-0.5%	0.6%	-1%	0.4%	-5%	10%
CC(=O)c1cnc(Nc2cccc(C)c2)s1	4%	-1%	-9%	-0.2%	1.5%	5%	0.9%	-7%	4%
CN=C1SC(CC(=O)Nc2ccc(F)cc2F)C(=O)N1/N=C/c1ccc(OC(F)F)c(OC)c1 (configuration not stated)	4%	10%	-22%	6.1%	-1.5%	2%	-0.8%	8%	1%
CSCCC(NC(=O)c1ccccc1)C(=O)N/N=C(\C)c1ccccc1 (configuration not stated)	11%	16%	0%	1.2%	1.3%	9%	-0.1%	-1%	8%
COc1ccc(CCCc2n[nH]c(=S)o2)cc1	-15%	24%	-4%	0.1%	2.2%	-3%	0.2%	0%	2%
O=C(NC(=O)c1ccc(Cl)cc1)Nc1ccc(-c2cnco2)cc1	-3%	11%	-5%	-1.2%	1.6%	5%	.	.	.
COCC1CCN(C(=O)C2CCC(=O)N(Cc3ccc(Cl)cc3)C2)CC1 (configuration not stated)	15%	11%	-3%	1.3%	1.5%	-3%	0.0%	-2%	6%
COc1ccc(C(=O)CSc2nnc(-c3ccccn3)n2Cc2ccco2)cc1	-3%	21%	-5%	1.5%	-0.5%	10%	1.3%	-8%	9%
CCc1ccnc(NC(=O)NS(=O)(=O)c2ccc(C)cc2)c1	-2%	0%	-3%	.	1.8%	-5%	.	.	.
CCCC12CN(C(=O)c3ccco3)CC(CCC)(CN(C(=O)c3ccco3)C1)C2=O	-18%	4%	-7%	0.6%	-0.6%	-3%	0.4%	5%	3%
COc1ccccc1C(=O)NCCC(=O)NCC1CCCO1 (configuration not stated)	.	.	.	1.4%	.	.	0.5%[50 µM]	3%	3%
c1ccc(-n2c(-c3ccco3)nnc2N2CCOCC2)cc1	-1%	-1%	-2%	0.1%	-0.1%	-3%	2.4%	-6%	3%
CC(=O)c1cccc(NC2c3ccccc3C(=O)N2Cc2ccco2)c1 (configuration not stated)	-3%	22%	-6%	11%	0.0%	-2%	1.7%	-7%	-1%
Cn1c(COc2ccc([N+](=O)[O-])cc2)nnc1SCC(N)=O	-21%	6%	-10%	-1.7%	-0.7%	0%	0.5%	2%	8%
CN(C)C(=S)Nc1ccc(Br)cc1Cl	15%	10%	18%	0.6%	-2.0%	-7%	-1.3%	-1%	8%
COc1ccc(S(=O)(=O)NCc2ccc3c(c2)OCO3)cc1C(=O)O	13%	13%	-6%	3.0%	3.2%	-7%	0.3%	2%	6%
CC(=O)c1cccc(NC(=O)c2sc(Cl)nc2C)c1	-5%	5%	-3%	0.8%	0.2%	4%	-0.3%	-3%	8%
CC(C)(C)C(=O)O/N=C(\N)c1ccc(-c2csnn2)cc1	-1%	8%	2%	.	0.9%	-2%	-1.0%	4%	0%
CC(=O)Nc1ccc(N=Nc2ccc(O)cc2)cc1	3%	34%	0%	0.5%	-1.1%	7%	-3.1%	-4%	27µM*
O=C(Cn1cc(C(F)(F)F)ccc1=O)N/N=C/c1cccc(Cl)c1	0%	-3%	-7%	0.1%	1.4%	10%	0.1%	-2%	15%
O=C(NCc1ccccc1)C(c1ccncc1)N(C(=O)c1csnn1)c1cccc(F)c1 (configuration not stated)	-7%	0%	-1%	0.5%	-1.2%	11%	0.0%	-13%	1%
O=C(Nc1cc(S(=O)(=O)N2CCCCC2)ccc1N1CCCCC1)C1CC1	1%	8%	-2%	0.1%	0.0%	.	0.9%	0%	10%
Nc1ccc(C(=O)N/N=C/c2c[nH]c3ccccc23)cc1	6%	16%	5%	1.2%	-2.2%	6%	0.1%	-8%	23%
Cc1cc(Br)ccc1NC(=O)CN1C(=S)NC(C)(C)CC1C (configuration not stated)	3%	6%	-2%	-0.6%	-1.1%	-3%	0.3%	-1%	5%
CCNC(=O)C(C)Sc1ccc(Cl)cc1 (configuration not stated)	9%	1%	10%	0.9%	-0.8%	-2%	-0.5%	1%	7%
COc1cc(C(=O)NCc2nnc(SCC(=O)N3CCc4ccccc43)o2)cc(OC)c1OC	-8%	-3%	-1%	4.9%	-1.7%	4%	-0.3%	-4%	5%
COc1ccc(Cl)cc1NC(=S)NCc1cccnc1	17%	5%	15%	1.6%	-1.2%	-6%	0.2%	-15%	2%
C(=N\Nc1ccccc1)/c1nc2ccccc2s1	1%	1%	10%	.	-0.8%	-10%	-0.4%	-8%	1%
O=C1CN(Cc2nc3cc(Cl)ccc3c(=O)[nH]2)CCN1	2%	21%	-10%	-1.7%	2.1%	-20%	0.1%	-11%	9%
COc1ccc(N2C(=O)c3ccc(C(=O)Nc4ccccc4OC)cc3C2=O)cc1	-11%	-3%	-6%	0.1%	2.2%	-4%	1.4%	0%	7%
O=C(COC(=O)c1ccc([N+](=O)[O-])o1)Nc1cccc(S(=O)(=O)N2CCCCC2)c1	-3%	12%	-6%	1.2%	-1.8%	-8%	-0.3%	2%	6%
CN(CC(=O)Nc1ncn[nH]1)S(=O)(=O)c1ccc(Cl)cc1	15%	4%	-5%	2.4%	0.7%	-5%	0.1%	-12%	3%
CCN(C(=O)CSc1nc(-c2cccs2)nc2ccccc12)C1CCS(=O)(=O)C1 (configuration not stated)	.	.	.	1.2%	.	.	0.5%[50 µM]	-7%	8%
COC(=O)c1sc2nc(N)c(C#N)cc2c1N	-4%	7%	-12%	6.7%	2.9%	0%	2.2%[50 µM]	-3%	10%
O=C(Cc1ccccc1Cl)Nc1ccc(S(=O)(=O)N2CCOCC2)cc1	.	7%	.	-0.5%	.	3%	0.2%[50 µM]	2%	-3%
CN(C)c1ccc(N=Cc2ccco2)cc1	7%	34%	-20%	2.9%	-2.1%	18%	6.9%	18%	?
CC(C)NC(=O)Cn1cc(C(=O)COc2ccccc2)c2ccccc21	2%	12%	8%	2.0%	-0.8%	1%	0.1%	-13%	6%
COc1ccc(OC)c(NC(=O)C2CCN(c3cc(-c4ccccc4)nc4ncnn34)CC2)c1	-1%	29%	-6%	1.0%	-0.9%	6%	2.5%	2%	7%
CCOc1ccccc1NC(=O)N1CCCC1C(=O)NCc1ccco1 (configuration not stated)	6%	.	27%	.	-0.7%	.	0.4%	-2%	4%
CCC(=O)N1CCc2cc(S(=O)(=O)Nc3ccccc3C)ccc21	1%	2%	1%	0.6%	0.5%	-3%	-0.1%	-9%	.
N#Cc1c(NC(=O)C2CC(c3ccccc3Cl)=NO2)sc2c1CCC2 (configuration not stated)	13%	7%	0%	6.1%	5.2%	-4%	1.1%	-1%	2%
CCCc1cc(=O)[nH]c(SCC(=O)N(C)CC(=O)Nc2ccc(C)cc2)n1	-8%	13%	11%	3.1%	-2.7%	0%	-0.3%	11%	-13%
Cc1cc2ncn(-c3ncnc4scc(-c5ccccc5)c34)c2cc1C	55%	2%	19%	2.3%	-1.7%	11%	-0.3%	-3%	-4%	NS5 inhibitors pilot replicate=-5.9
O=S(=O)(NCc1ccccc1)c1ccc(S(=O)(=O)N(Cc2ccccn2)C2CCCC2)cc1	42%	-4%	-9%	2.5%	-1.8%	-4%	1.6%	-5%	3%
O=C(Nc1cccc(C(F)(F)F)c1)c1ccc(Cn2cc(Br)cn2)o1	-10%	4%	14%	0.6%	0.5%	2%	-4.5%	-4%	7%
Cc1ccc2sc(N(CCCN(C)C)C(=O)c3ccc(S(=O)(=O)N(C)C4CCCCC4)cc3)nc2c1C	.	9%	.	1.7%	.	11%	-1.8%[50 µM]	1%	0%
Cc1cnc(C(=O)OCC(=O)c2ccccc2)cn1	.	6%	.	-0.9%	.	3%	0.1%[50 µM]	-7%	6%
Cc1[nH]c(=S)sc1Cc1ccc(Cl)c(Cl)c1	2%	5%	5%	11%	0.9%	-4%	.	.	.
CCc1ccc(-c2cc(C)no2)cc1S(=O)(=O)NCCc1ccc(OC)c(OC)c1	6%	-2%	16%	2.6%	-1.9%	3%	0.9%	-1%	-26%
O=C(CSc1nnnn1-c1ccc(Cl)cc1)NC(=O)Nc1ccc2c(c1)OCCO2	-1%	9%	-3%	1.7%	-0.5%	-12%	3.1%	-3%	7%
Cc1cccc2c(N=Nc3ccc(S(=O)(=O)Nc4ccc(Cl)cc4)cc3[N+](=O)[O-])c(O)[nH]c12	13%	11%	-4%	1.4%	20%	8%	0.2%	-9%	7%
COc1ccc(N(CC(=O)Nc2ccc3c(c2)OCO3)S(C)(=O)=O)c(OC)c1	-4%	12%	-3%	0.1%	-0.3%	0%	0.7%	2%	1%
Cc1cc(C)cc(OCc2nnc(SCC(=O)NC3CC3)n2C)c1	29%	-1%	-14%	0.1%	0.4%	-5%	0.1%	-9%	5%
CC1=C(CC(=O)c2ccc(Cl)cc2)C(=O)c2ccccc2C1=O	?	7%	17%	-1.3%	-2.5%	6%	1.2%	0%	6%	NS5 inhibitors pilot replicate=1.7
CC12CCC(C(=O)NCCN3CCCCC3)(CC1=O)C2(C)C (configuration not stated)	-14%	9%	0%	-0.5%	-0.6%	5%	0.8%[50 µM]	-9%	-3%
CCN(CC)S(=O)(=O)c1ccc(N2CCOCC2)c(NS(=O)(=O)c2ccc(C)cc2)c1	12%	8%	6%	2.2%	-0.8%	-2%	2.8%	-6%	-2%
Cc1nn(CSc2c(F)c(F)c(F)c(F)c2F)c(C)c1[N+](=O)[O-]	.	.	.	3.7%	.	.	-0.5%	-4%	-5%

Screens deposited in PubChem by several laboratories.
